Xi reactivation – reactivates the inactive X chromosome in mouse fibroblasts; AID 743238; XiGFP mouse fibroblasts, % GFP-positive cells imaging, 3 d; cells co-treated with 5-aza-dC sensitizer; scaled so ellipticine positive control = 100%; activation, % at 7.58 µM; 360,000 compounds, 0.055% hits;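 active means mean normalized replicate activation at least 10% and every replicate at or above 10%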;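 further: 0% = median of on-plate neutral control wells and 100% = ellipticine 6 µM median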
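System: XiGFP fibroblasts, SV40-immortalized. Medium: DMEM plus 5-aza-dC sensitizer. Doses: single point. Timing: 3 d treatment, 15 min room-temperature fixation. Control set: ellipticine 6 µM.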
* = called active by the depositor. These rows are one share of the data, so the mix of outcomes need not match the whole.

smiles,Xi reactivation
O=C(Nc1ccc2c(c1)[C@@H]1C[C@H](CC(=O)N3CCCCC3)O[C@H](CO)[C@@H]1O2)NC1CCCCC1,0.2
CC(=O)N(C)C[C@@H]1Oc2c(cccc2N(C)C)C(=O)N(C)C[C@@H]1C,0.0
CC(C)[C@@H]1C(=O)N[C@@H](c2cccc(Cl)c2)CC=CC[C@H](C)Oc2ccccc2C(=O)N1C (mixture of isomers),0.1
CC(C)(C)S(=O)N1Cc2cc(C(=O)O)nc(-c3cccc(C#CCC4CCCC4)c3)c2[C@H]1CCO (some centres undefined),0.0
CC(C)[C@@H]1C(=O)N[C@@H](c2ccc(F)cc2)CC=CC[C@H](C)Oc2ccccc2C(=O)N1C (mixture of isomers),0.3
CC(=O)N(C)C[C@@H]1Oc2ccccc2C(=O)N(C)C[C@H]1C,0.3
CNC[C@H]1Oc2ccccc2C(=O)N(C)C[C@H]1C,0.1
Fc1ccc(CN2C3CN(CC(F)(F)F)CC2C3c2ccc(Br)cc2)cc1 (centres undefined),0.2
O=C(C[C@H]1C[C@H]2c3cc(NC(=O)NC4CCCC4)ccc3O[C@H]2[C@@H](CO)O1)NCc1cccc(F)c1,0.1
CS(=O)(=O)N1[C@@H]2CN(CC(F)(F)F)C[C@H]1C2c1ccc(Br)cc1 (some centres undefined),0.1
CNC[C@H]1Oc2ccc(N)cc2CC(=O)N(C)C[C@@H]1C,0.2
CCS(=O)(=O)N1CC2(CN(C(=O)NC(C)C)[C@H](CO)c3c2c2ccc(OC)cc2n3C)C1,0.1
Cc1noc(C)c1NC(=O)N1C[C@@H](O)COC[C@@H]2O[C@@H](CC(=O)N[C@@H]3CCN(Cc4ccccc4)C3)CC[C@H]21,-0.1
C[C@@H]1CN(C)C(=O)c2cc(NS(C)(=O)=O)ccc2O[C@@H]1CN(C)C,0.4
CN1[C@@H]2CN(S(C)(=O)=O)C[C@H]1C2c1ccc(-c2ccc(F)cc2)cc1 (some centres undefined),0.3
CNC[C@@H]1Oc2ccc(NS(C)(=O)=O)cc2C(=O)N(C)C[C@@H]1C,0.3
CC(C)[C@@H]1CC=CC[C@@H](C)Oc2ccccc2C(=O)N(C)[C@H](Cc2ccccc2)C(=O)N1 (mixture of isomers),0.4
C[C@@H]1CN(C)C(=O)c2cccc(N)c2O[C@H]1CN(C)C(=O)OC(C)(C)C,0.1
C[C@@H]1CN(C)C(=O)Cc2cc([N+](=O)[O-])ccc2O[C@@H]1CN(C)C(=O)OC(C)(C)C,0.2
C[C@H]1CN(C)C(=O)c2cc(NS(C)(=O)=O)ccc2O[C@H]1CN(C)C,0.2
C[C@@H]1CCCn2nncc2COCCNC1=O,0.0
COC(=O)C[C@@H]1C[C@@H]2c3cc(NC(=O)Nc4ccc(C(F)(F)F)cc4)ccc3O[C@@H]2[C@@H](CO)O1,0.5
CC(C)C#Cc1ccc([C@H]2[C@@H](CO)N3C(=O)CN(C(=O)Cc4cccnc4)C[C@@H]23)cc1,0.6
COc1ccc2c3c(n(C)c2c1)[C@H](CO)NCC31CN(Cc2ccc(Cl)cc2)C1,0.1
COc1ccc2c3c(n(C)c2c1)[C@@H](CO)N(C(=O)Nc1ccccc1F)CC31CN(C)C1,0.5
C[C@H]1CC=CC[C@@H](c2ccccc2)NC(=O)[C@H](Cc2ccccc2)N(C)C(=O)c2ccccc2O1 (mixture of isomers),-0.1
CC(=O)N(C)C[C@H]1Oc2ccc(N(C)C)cc2C(=O)N(C)C[C@@H]1C,-0.1
CCCNC(=O)N1CCC2(CC1)CN(C(=O)CC1CC1)[C@H](CO)c1c2c2ccc(OC)cc2n1C,0.0
COc1ccc2c3c(n(C)c2c1)[C@H](CO)N(C(=O)C1CCOCC1)CC31CN(Cc2cccc(F)c2)C1,0.2
Cc1noc(C)c1NC(=O)N1C[C@H](O)COC[C@H]2O[C@H](CC(=O)N[C@@H]3CCN(Cc4ccccc4)C3)CC[C@@H]21,0.1
CC(=O)N(C)C[C@H]1Oc2ccc(N(C)C)cc2CC(=O)N(C)C[C@@H]1C,0.2
COc1ccc(C[C@@H]2CCn3nncc3COC[C@H](c3ccccc3)NC2=O)cc1,0.0
O=C1CCC(=O)N[C@@H](c2ccc3c(c2)OCO3)C/C=C\CCN1,0.0
CNC[C@H]1Oc2c(NC(C)=O)cccc2C(=O)N(C)C[C@H]1C,0.2
COc1ccc2c3c(n(C)c2c1)[C@@H](CO)N(Cc1nccs1)CC31CCN(CC2CCCC2)CC1,0.0
COC(=O)c1ccc(CN2CC(=O)N3[C@H](CO)[C@@H](c4ccc(-c5ccccc5)cc4)[C@H]3C2)cc1,0.0
C[C@H]1CN(C)C(=O)c2cccc(N(C)C)c2O[C@H]1CN(C)S(C)(=O)=O,0.1
O=C1N[C@@H](c2ccccc2)COCc2cn(nn2)CC[C@H]1Cc1ccc(-c2ccccc2)cc1,0.0
CC(=O)N(CC(C)C)C[C@@H]1N[C@H](CO)[C@H]1c1ccc(-c2cncnc2)cc1,0.0
C[C@H]1CN(C)C(=O)c2cc([N+](=O)[O-])ccc2O[C@H]1CN(C)C(=O)OC(C)(C)C,0.2
O=C(CN1CCOCC1)N[C@@H]1CC[C@@H](CCn2cc(C3CCCC3)nn2)O[C@H]1CO,0.0
O=C(c1ccccn1)N1C[C@H]2[C@@H](c3ccccc31)[C@@H](CO)N2CC1CCCC1,0.4
CO[C@H]1CN(C)C(=O)c2ccc(NC(=O)CC(F)(F)F)cc2OC[C@@H](C)N(CC2CC2)C[C@@H]1C,0.0
Cc1noc(C)c1NC(=O)N(C)C[C@@H]1Oc2ncc(C#CCC(C)C)cc2C(=O)N([C@H](C)CO)C[C@@H]1C,0.2
CC(=O)N1C[C@@H]2C(c3ccccc3)[C@H](C1)N2CC(F)(F)F (some centres undefined),0.1
CNC[C@@H]1Oc2ccc(NS(C)(=O)=O)cc2C(=O)N(C)C[C@H]1C,0.3
CCCC#Cc1ccc([C@@H]2[C@@H](CO)N3C(=O)CN(C(=O)Nc4ccccc4)C[C@H]23)cc1,0.5
COc1ccc2c3c([nH]c2c1)[C@H](CO)N(C(=O)Nc1ccc(F)cc1)CC31CN(C(=O)Cc2ccccc2)C1,0.3
O=C(NC1CCCC1)N1CC(=O)N2[C@H](CO)[C@H](c3ccc(-c4ccccc4)cc3)[C@@H]2C1,0.3
CO[C@@H]1CN(C)C(=O)c2cc(NC(C)=O)ccc2OC[C@H](C)N(C(=O)C2CCCCC2)C[C@H]1C,0.2
CO[C@H]1CN(C)C(=O)c2ccc(NC(=O)C3CC3)cc2OC[C@H](C)N(C(=O)C2CCCCC2)C[C@@H]1C,0.0
CCCNC(=O)N1CC(=O)N2[C@H](CO)[C@H](c3ccc(C#Cc4ccccc4)cc3)[C@@H]2C1,0.5
CC(=O)Nc1cccc2c1O[C@H](CN(C)S(C)(=O)=O)[C@H](C)CN(C)C2=O,0.1
CC(C)CC#Cc1ccc([C@@H]2[C@H](CO)N3C(=O)CN(S(C)(=O)=O)C[C@@H]23)cc1,0.3
O=C1N[C@H](Cc2ccccc2)COCc2cnnn2CC[C@@H]1Cc1cccc(Cl)c1,0.0
C[C@H](CO)N1C[C@H](C)[C@@H](CN(C)S(=O)(=O)c2cn(C)cn2)Oc2c(NC(=O)CCCN(C)C)cccc2C1=O,-1.0
CC(=O)Nc1ccc2c(c1)C(=O)N(C)C[C@H](C)[C@@H](CN(C)C)O2,0.4
CC(=O)N1[C@H](CO)[C@@H](c2ccccc2)C12CN(Cc1ccc(Cl)cc1)C2,0.1
C[C@H](CO)N1C[C@H](C)[C@@H](CN(C)Cc2ccc(-c3ccccc3)cc2)Oc2ccc(NS(=O)(=O)c3cn(C)cn3)cc2CC1=O,0.3
CC(C)NC(=O)N(C)C[C@H]1Oc2ccccc2C(=O)N(C)C[C@H]1C,0.4

New compounds follow
smiles,Xi reactivation
CC(C)NC(=O)Nc1ccc2c(c1)CC(=O)N(C)C[C@@H](C)[C@H](CN(C)C)O2,0.1
CNC[C@H]1Oc2ccc(NC(C)=O)cc2CC(=O)N(C)C[C@H]1C,-0.1
COc1ccc2c3c(n(C)c2c1)[C@@H](CO)N(C(=O)C1CCC1)CC31CN(Cc2cccc(F)c2)C1,0.4
CC(C)NC(=O)Nc1ccc2c(c1)C(=O)N(C)C[C@H](C)[C@@H](CN(C)S(C)(=O)=O)O2,0.3
CCC(=O)N[C@@H]1C=C[C@@H](CC(=O)NCC2CC2)O[C@H]1CO,0.1
CCCNC(=O)N1[C@H](CO)[C@H](c2ccc(C#CC3CC3)cc2)[C@H]1CNC,0.0
CC(C)[C@@H]1CC=CC[C@H](C)Oc2ccccc2C(=O)N(C)[C@@H](Cc2ccccc2)C(=O)N1 (mixture of isomers),0.2
C[C@H]1CN(C)C(=O)c2cccc(N)c2O[C@H]1CN(C)C,-0.1
C[C@H]1CC(=O)NCC/C=C\C[C@@H](c2ccc3c(c2)OCO3)NC1=O,0.1
COc1ccc2c3c(n(C)c2c1)[C@H](CO)NCC31CCN(Cc2ccc(F)cc2)CC1,0.1
CCC(=O)N1CC2(CN(S(C)(=O)=O)C2)c2c(n(C)c3cc(OC)ccc23)[C@H]1CO,0.0
CC[C@@H]1C/C=C\C[C@H](c2ccc(OC)cc2OC)NC(=O)[C@@H](C)CC(=O)N1,0.1
Cc1noc(C)c1NC(=O)N1C[C@H](O)COC[C@@H]2O[C@@H](CC(=O)N[C@H]3CCN(Cc4ccccc4)C3)CC[C@H]21,0.3
COc1ccc2c3c(n(C)c2c1)[C@@H](CO)N(CC1CC1)CC31CCN(C(=O)c2cccnc2)CC1,0.0
CC(=O)N(C)C[C@H]1Oc2ccc(N)cc2CC(=O)N(C)C[C@@H]1C,0.3
C[C@@H]1CN([C@@H](C)CO)C(=O)c2ccccc2-c2ccccc2CO[C@@H]1CN(C)C(=O)Nc1cccc(C(F)(F)F)c1,0.2
O=C(c1cccc(F)c1)N1CC(=O)N2[C@H](CO)[C@@H](c3ccc(-c4ccccc4)cc3)[C@H]2C1,0.0
C[C@@H]1CN([C@H](C)CO)C(=O)c2ccccc2-c2ccccc2CO[C@@H]1CN(C)CC1CC1,0.2
COc1ccc2c3c(n(C)c2c1)[C@@H](CO)N(Cc1ccc(Cl)cc1)CC31CN(C(=O)NC(C)C)C1,0.0
CNC[C@H]1OCc2ccccc2-c2c(n(C)c3ccccc23)C(=O)N([C@@H](C)CO)C[C@@H]1C,-0.4

An excerpt of these results, field by field.
CC(C)NC(=O)Nc1ccc2c(c1)CC(=O)N(C)C[C@@H](C)[C@H](CN(C)C)O2
  Xi reactivation = 0.1
CNC[C@H]1Oc2ccc(NC(C)=O)cc2CC(=O)N(C)C[C@H]1C
  Xi reactivation = -0.1
COc1ccc2c3c(n(C)c2c1)[C@@H](CO)N(C(=O)C1CCC1)CC31CN(Cc2cccc(F)c2)C1
  Xi reactivation = 0.4

(more compounds)
smiles,Xi reactivation
COc1ccc2c3c(n(C)c2c1)[C@@H](CO)N(C(=O)c1cnccn1)CC31CN(C(=O)c2ccncc2)C1,0.2
C[C@H]1CN(C)C(=O)c2cc(N)ccc2O[C@@H]1CN(C)C,0.1
COc1ccc2c3c(n(C)c2c1)[C@@H](CO)N(C(=O)Nc1ccccc1F)CC31CN(C(=O)c2ccccc2F)C1,0.0
CN1CCCCN2[C@H](C1)[C@@H](c1ccc(/C=C/c3ccccc3)cc1)[C@@H]2CO,0.2
CN(C)CC#Cc1ccc([C@H]2[C@@H](CO)N3C(=O)CN(C(=O)Cc4cccnc4)C[C@@H]23)cc1,0.0
C[C@H]1CN([C@@H](C)CO)C(=O)c2ccccc2-c2ccccc2CO[C@@H]1CN(C)S(=O)(=O)c1ccc(Cl)cc1,-0.7
O=C(Nc1ccccc1)N1CC(=O)N2[C@@H](CO)[C@H](c3ccc(-c4ccc(F)cc4)cc3)[C@@H]2C1,0.8
C[C@@H]1CC(=O)NCC/C=C\C[C@H](c2cccc(Cl)c2)NC1=O,0.0
CCC(=O)N(C)C[C@H]1Oc2cc(C#C[C@@H](C)O)ccc2S(=O)(=O)N([C@H](C)CO)C[C@@H]1C,-0.1
O=C1N[C@@H](Cc2ccccc2)COCc2cnnn2CC[C@@H]1Cc1ccc(-c2ccccc2)cc1,0.2
O=C1[C@@H](Cc2ccc(F)cc2)CCn2cc(nn2)COC[C@H]2CCCN12,0.0
C[C@@H]1CCCCO[C@H](CN(C)Cc2ccc(C(=O)Nc3ccccc3N)cc2)[C@@H](C)CN([C@H](C)CO)C(=O)c2cc(N(C)C)ccc2O1,1.3
O=C(c1ccccc1)N1CC(=O)N2[C@H](CO)[C@H](c3ccc(/C=C/c4ccccc4)cc3)[C@@H]2C1,0.4
C[C@H](CO)N1C[C@H](C)[C@@H](CN(C)Cc2ccc(Oc3ccccc3)cc2)Oc2c(NC(=O)Cc3ccccc3)cccc2C1=O,-1.0
CC(=O)N1CC2(C1)[C@H](c1ccccc1)[C@@H](CO)N2Cc1ccccc1F,0.0
CC(C)NC(=O)Nc1ccc2c(c1)CC(=O)N(C)C[C@H](C)[C@@H](CN(C)C(=O)NC(C)C)O2,0.6

3 structures already listed, arranged by length of the SMILES, highest first:
smiles,Xi reactivation
C[C@H](CO)N1C[C@H](C)[C@@H](CN(C)Cc2ccc(Oc3ccccc3)cc2)Oc2c(NC(=O)Cc3ccccc3)cccc2C1=O,-1.0
COc1ccc2c3c(n(C)c2c1)[C@@H](CO)N(C(=O)Nc1ccccc1F)CC31CN(C(=O)c2ccccc2F)C1,0.0
CN(C)CC#Cc1ccc([C@H]2[C@@H](CO)N3C(=O)CN(C(=O)Cc4cccnc4)C[C@@H]23)cc1,0.0

Source: PubChem (Broad Institute)
